All columns: NCI-60 one-dose screen, growth in % after 48 h at 10 µM unless noted; 100 = growth as untreated, 0 = no growth, -100 = all killed.
EKVX = EKVX NSCLC. hit rate 3% among 71,000
CCRF-CEM = CCRF-CEM leukemia | hit rate 7% among 77,000
SK-MEL-5 = SK-MEL-5 melanoma; hit rate 6.4% among 80,000
A549/ATCC = A549/ATCC NSCLC. AID 1794740. hit rate 3.7% among 81,000
SK-MEL-28 = SK-MEL-28 melanoma; hit rate 4.1% among 81,000; AID 1794761
HOP-62 = HOP-62 NSCLC; hit rate 3.9% among 80,000; AID 1794735
M14 = M14 melanoma; AID 1794745; hit rate 6.2% among 80,000
HOP-92 = HOP-92 NSCLC cells. AID 1794738. hit rate 6.3% among 71,000
The depositor's hits bear a star; nt = no result given; & = joins results of further samples; [ ] = another dose, or the depositor's remark. The calls were made as follows: active = growth percent below 10; inactive = the rest.

SMILES | EKVX | CCRF-CEM | SK-MEL-5 | A549/ATCC | SK-MEL-28 | HOP-62 | M14 | HOP-92
c1ccc(N(CSc2nc3ccccc3s2)c2ccccc2)cc1 | 108 | 98 | 99 | 96 | 109 | 82 | 96 | 81
Cc1ccc(O)c(C(C)c2ccccc2)c1 (stereo unspecified) | nt | 105 | 102 | 104 | 111 | 99 | 109 | 102
C=CCC(=O)N[C@@H](CO)Cc1ccc(-c2cc(Cl)cc(Cl)c2)cc1 | 90 | 126 | 104 | 95 | 101 | 98 | 99 | 123
CCCC(O)C(C)(C(=O)O)c1ccccc1 (stereo unspecified) | 99 | 109 | 99 | 95 | 100 | 94 | 100 | 77
CCOC(=O)C(CO)NC(=O)C1(NC(C)=O)CCCC1 (stereo unspecified) | 111 | 79 | 110 | 97 | 114 | 103 | 105 | 91
N#Cc1ccc(OCc2cn(CC(=O)Nc3nc4ccccc4s3)nn2)cc1 | 85 | nt | 98 | 98 | 97 | 99 | 99 | 99
Oc1cccc(/C=N\Nc2ccccn2)c1 | 87 | 94 | 114 | 98 | 104 | 108 | 103 | 94
CC(C)(C)[Si](C)(C)OC1[C@@H](O[Si](C)(C)C(C)(C)C)[C@@H](CNC(=O)NC(=O)C(F)(F)F)O[C@H]1n1cnc2c(NC(=O)Nc3ccccc3)ncnc21 (stereo partly specified) | nt | nt | nt | 51 | 98 | 93 | 72 | -11*
Cc1ccc(-c2nc(/C=C/C(=O)c3ccc(F)cc3)co2)cc1 | 99 | 90 | 100 | 89 | 104 | 94 | 101 | 94
COc1cc(Br)c(C(Br)C#N)cc1OC (stereo unspecified) | 107 | 82 | 102 | 105 | 90 | 113 | 104 | 103
CC(=O)N(NC(=O)c1ccccn1)C(C)=O | nt | 98 | 103 | 99 | 104 | 98 | 104 | 101
CCCCC(=O)Nc1nc2ccc(SCCC)cc2s1 | 60 | 44 | 43 | 36 | 65 | 52 | 37 | 21
CNCc1cccc2c1OCCOCCOCCNS(=O)(=O)c1ccc(cc1)-c1cnc(N)c(n1)C(=O)N2 | 77 | 7.7* | 77 | 46 | 51 | 26 | 26 | 62
CCn1c(SCC(=O)c2ccc(Br)cc2)nnc1-c1cc2c([nH]c3ccccc32)c(-c2cccc(O)c2)n1 | 67 | 78 | 53 | 41 | 74 | 68 | 72 | 95
O=C(c1nn(-c2ccccc2)c2c1CC(NCc1ccc(F)cc1)CC2)N1CCCCC1 (stereo unspecified) | 98 | 108 | 96 | 103 | 117 | 114 | 95 | 92
COC(CCN(C)Cc1ccccc1)N1CCCC1=O (stereo unspecified) | 98 | 102 | 104 | 92 | 106 | 104 | 102 | 73
CSc1nc2nc3c(c(-c4ccc(C)cc4)c2c(=O)[nH]1)CN(C)C/C3=C\c1ccc(C)cc1 | 83 | 85 | 77 | nt | 111 | 115 | 104 | 97
CC(C)(C)n1cc(-c2ccnc(NCCNS(=O)(=O)c3ccccc3)c2)c(-c2cccc(O)c2)n1 | 63 | 47 | 23 | 47 | 60 | 83 | 54 | 78
CN1C(=O)C2=C(NCCN(C(=O)[C@H](Cl)c3ccccc3)C2c2ccc(Cl)c(Cl)c2)C1(C)C (stereo partly specified) | 87 | 21 | 80 | 68 | 92 | 94 | 87 | 67
Cc1ccc([N+](=O)[O-])c(N)n1 | 103 | 101 | 102 | 92 | 87 | 97 | 100 | 106
Cc1cc(C)c(C#N)c(OCc2ccc(Cl)cc2Cl)n1 | 86 | 105 | 98 | 82 | 104 | 86 | 98 | 88
COC(=O)c1cc(NC(=O)OCc2ccccc2)nn1C | 150 | 106 | 100 | 107 | 103 | 99 | 87 | 92
NC(=S)Nc1ccccc1-c1ccccc1 | 100 | 107 | 97 | 99 | 111 | 114 | 101 | 101
Cc1ccc(S(=O)(=O)c2nc(S(=O)(=O)c3ccc(C)cc3)c(N3CCN(C)CC3)s2)cc1 | 63 | 20 | 63 | 59 | 69 | 100 | 74 | nt
NC1=Nc2cc(OCCCN3CCCC3)c(OCC3CC3)cc2C12CCCC2 | 95 | 102 | 96 | 70 | 112 | 89 | 89 | 87
COc1ccc2cc([C@H](C)C(=O)N/N=C/c3cccc(F)c3)ccc2c1 | 79 | 76 | 92 | 93 | 98 | 71 | 99 | 77
Cc1cc(C2(c3cc(C)c(OCC(O)CO)cc3C(C)C)OC(=O)c3ccccc32)c(C(C)C)cc1OCC(O)CO (stereo unspecified) | 42 | 50 | 60 | 41 | 80 | 80 | 65 | 60
COc1ccc(C)cc1NC(=O)CC(C)=O | 99 | 99 | 112 | 102 | 105 | 125 | 105 | nt
CC1=C(/C=C/C(C)=C/C=C/C(C)=C/C=O)C(C)(C)CCC1 | 95 | 95 | 99 | 83 | 110 | 94 | 99 | 86
COc1ccccc1NC(=O)Oc1ccc(C#N)cc1 | 98[100 µM] | 97[100 µM] | 98[100 µM] | 96[100 µM] | 103[100 µM] | 92[100 µM] | 96[100 µM] | 94[100 µM]
N#Cc1c(N2CCNCC2)nc2sc3cc(Cl)c(Cl)cc3n2c1=O | 104 | 76 | 92 | 116 | 120 | 108 | 115 | 54
O=c1[nH]c(=O)n(C2OC(CO)C(O)C2O)cc1N1CCOCC1 (stereo unspecified) | 107 | 101 | 111 | 97 | 113 | 109 | 99 | 96
N#Cc1c(-c2ccccc2Cl)c2c(Br)cc3ccccc3c2oc1=O | 107 | 83 | 91 | 79 | 108 | 81 | 82 | 30
CCOC(=O)C1=C(C(=O)OCC)N(c2ccccc2Br)C(N)=C(C#N)C1c1cc(=O)[nH]c2ccccc12 (stereo unspecified) | 89 | 109 | 94 | 105 | 115 | 87 | 97 | 72
CC(=O)c1cnn(-c2ccccc2)c1C | nt | 94 | 102 | 107 | 114 | 104 | 101 | 122
CC/C(=C(/c1ccc(Cl)cc1)c1ccc(OCCN(CC)CC)cc1)c1ccc(OC)cc1 | 62 | 24 | 46 | 49 | 56 | 89 | 35 | 52
CN1C2CCC1/C(=C\c1ccc(Cl)cc1)C(=O)/C2=C/c1ccc(Cl)cc1 | 84 | 24 | 67 | 64 | 92 | 86 | 64 | nt
Oc1ccc(NCc2ccccc2)cc1 | 114 | 78 | 94 | 87 | 106 | 99 | 100 | 89
CCCCOc1ccc(Nc2cc(Cl)ccc2C(=O)O)cn1 | 99&101 | 95&82 | 102&99 | 98&96 | 113&122 | 90&88 | 107&101 | 75
CCN1CCN(c2cc(C(=O)Nc3cccc(Nc4ccc5c(OC)cccc5n4)c3)cc(C(F)(F)F)c2)CC1 | 46 | 6.9* | -1.9* | 21 | -44* | 5.2* | -42* | -3.8*
COc1cc(-c2cc(-n3nnnc3-c3ccccc3)no2)cc(OC)c1OC | nt | 103 | 99 | 108 | 104 | 91 | 101 | 91
COc1cc(C2=NN(C=O)C(c3cccc(Nc4ccnc5cc(C(F)(F)F)ccc45)c3)C2)cc(OC)c1OC (stereo unspecified) | 62 | 38 | 43 | 49 | 51 | 70 | 15 | 29
O=C(CCCCCCCn1cc(-c2cccnc2)nn1)Nc1ccccc1-c1ccccc1 | 65 | 60 | 31 | 37 | 71 | 61 | 17 | 97
COc1cccc(-c2cc(-c3ccc(NC(=O)c4ccccc4)cc3)[nH]c(=O)c2C#N)c1 | 97 | 106 | 97 | 99 | 101 | 91 | 109 | 90
O=C1C(c2c[nH]c3ccccc23)=C(c2coc3ccc(F)cc23)C(=O)N1O | 75 | 101 | 93 | 88 | 104 | 68 | 98 | 88
CCC(=O)N1C/C(=C/c2ccc(Br)cc2)C(=O)/C(=C/c2ccc(Br)cc2)C1 | nt | -12* | -54* | -27* | -72* | -67* | -77* | nt
O=C(Cc1ccc(/C=C/C(=O)c2nccs2)cc1)Nc1ccc(F)cc1 | 85 | 99 | nt | 109 | 107 | 109 | 96 | 93
Nc1c(O)cc(S(=O)(=O)O)c2ccccc12 | 119&85 | 110 | 110&97 | 115&102 | 120&118 | 102&92 | 101 | 87

Rewritten with two lines to a compound: part of the list above
Values run as follows: EKVX, CCRF-CEM, SK-MEL-5, A549/ATCC, SK-MEL-28, HOP-62, M14, HOP-92
CCN1CCN(c2cc(C(=O)Nc3cccc(Nc4ccc5c(OC)cccc5n4)c3)cc(C(F)(F)F)c2)CC1
    46, 6.9*, -1.9*, 21, -44*, 5.2*, -42*, -3.8*
COc1cc(-c2cc(-n3nnnc3-c3ccccc3)no2)cc(OC)c1OC
    nt, 103, 99, 108, 104, 91, 101, 91
COc1cc(C2=NN(C=O)C(c3cccc(Nc4ccnc5cc(C(F)(F)F)ccc45)c3)C2)cc(OC)c1OC (stereo unspecified)
    62, 38, 43, 49, 51, 70, 15, 29
O=C(CCCCCCCn1cc(-c2cccnc2)nn1)Nc1ccccc1-c1ccccc1
    65, 60, 31, 37, 71, 61, 17, 97
COc1cccc(-c2cc(-c3ccc(NC(=O)c4ccccc4)cc3)[nH]c(=O)c2C#N)c1
    97, 106, 97, 99, 101, 91, 109, 90
O=C1C(c2c[nH]c3ccccc23)=C(c2coc3ccc(F)cc23)C(=O)N1O
    75, 101, 93, 88, 104, 68, 98, 88
CCC(=O)N1C/C(=C/c2ccc(Br)cc2)C(=O)/C(=C/c2ccc(Br)cc2)C1
    nt, -12*, -54*, -27*, -72*, -67*, -77*, nt
O=C(Cc1ccc(/C=C/C(=O)c2nccs2)cc1)Nc1ccc(F)cc1
    85, 99, nt, 109, 107, 109, 96, 93
Nc1c(O)cc(S(=O)(=O)O)c2ccccc12
    119&85, 110, 110&97, 115&102, 120&118, 102&92, 101, 87

Next section:
SMILES | EKVX | CCRF-CEM | SK-MEL-5 | A549/ATCC | SK-MEL-28 | HOP-62 | M14 | HOP-92
COc1cc(-c2nc(SCC(C)C)nc(Nc3ccc(S(N)(=O)=O)cc3)c2C#N)cc(OC)c1OC | 100 | 85 | 89 | 91 | 111 | 113 | 102 | 85
NCCCBr | 112 | 91 | nt | 106 | 116 | 108 | 100 | 93
c1ccc(-c2nc3sc(-c4ccccc4)cn3n2)cc1 | 79 | 87 | 80 | 90 | 107 | 67 | 87 | 74
COc1ccc(OC)c(-c2cc(-c3ccc(Cl)cc3)c(C#N)c(SCC(=O)c3ccc(Cl)cc3)n2)c1 | 88 | 112 | 84 | 85 | 83 | 84 | 87 | 84
CCOC(=O)c1csc(NC(=S)Nc2ccc(Oc3ccccc3)cc2)n1 | 87 | 70 | 93 | 67 | 94 | 87 | 88 | 56
O=C1/C(=C/C2=Cc3ccccc3OC2)SC(=S)N1c1ccc2c(c1)OCO2 | 97 | 95 | 99 | 96 | 98 | 101 | 101 | 99
COc1cccc(OCC(O)CN2CCN(c3ccc(Cl)cc3)CC2)c1 (stereo unspecified) | 104 | 89 | 95 | 112 | 116 | 97 | 102 | 58
COc1ccc(/C=C/c2nc(Nc3ccc(C(=O)/C=C/c4ccc(Cl)cc4)cc3)c3ccccc3n2)cc1 | 88 | 107 | nt | 107 | 101 | 92 | 106 | 96
COc1nc(Cl)nc(OC)n1 | 108 | 106 | 103 | 92 | 114 | 99 | 105 | 92
CC(C)c1ccccc1C1CCCCC1 | nt | nt | 104 | 107 | 104 | 98 | 94 | 102
COc1ccc(C(=O)C2OC3=C(C(=O)CC(C)(C)C3)C2c2cccc(Oc3ccccc3)c2)cc1 (stereo unspecified) | 85 | 84 | 91 | 86 | 103 | 97 | 99 | 76
CCOc1cc(N)ccc1C(=O)NCCCN(CC)CC | 106 | -14* | 100 | 104 | 97 | 98 | 96 | 91
COc1cc(-c2nc3ccccc3[nH]2)ccc1OCC(=O)NNC(=O)NCc1ccccc1 | 93 | 92 | 100 | 100 | 103 | 100 | 98 | 89
OCC(c1ccccc1)c1ccccc1 | 100 | 77 | 103 | 95 | 104 | 96 | nt | 96
COCCOc1cc2ncnc(N3CCN(c4cc(S(C)(=O)=O)c(C)cc4Cl)CC3)c2cc1OCCOC | 90 | 90 | 77 | 91 | 107 | 100 | 111 | 53
O=C1C2CC3C(CC2C(=O)[N]1[Sn]([c]1ccccc1)([c]1ccccc1)[c]1ccccc1)C1(Cl)C(Cl)=C(Cl)C3(Cl)C1(Cl)Cl (stereo unspecified) | nt | -43* | -93* | -97* | -94* | -92* | -94* | -96*
CCc1nc(N)c(C)c(CC)n1 | 121 | 105 | 114 | 103 | 120 | 109 | 105 | 100
CCN(CC)CC(=O)Sc1nc(-c2ccco2)cc(-c2ccc(Cl)cc2Cl)n1 | 101 | 86 | 88 | 107 | 110 | 104 | 114 | nt
CCCCS(=O)(=O)NC(=O)Nc1ccc(Cl)cc1 | 75 | 61 | 70 | 72 | 102 | 82 | 105 | nt
N/C(=N\c1nc2ccccc2s1)NC(=O)Nc1cccc2ccccc12 | 40 | 12 | 14 | 28 | 65 | 35 | 5.4* | 48
O=C(O)c1ccc(-c2nn(-c3ccc(C(F)(F)F)cc3)cc2CNc2ccc(C(=O)O)c(C(F)(F)F)c2)cc1 | 95 | 97 | 103 | 102 | 115 | 106 | 103 | 119
O=C1OC(c2nc3ccccc3s2)=C/C1=C\c1ccccc1 | 98 | 109 | 105 | 100 | 104 | 87 | 103 | 97
Nc1nc(N=Nc2ccc(O)cc2)cc(=O)[nH]1 | 91 | 97 | 97 | 111 | 106 | 102 | 101 | nt
C=CCn1c(SCC(=O)Nc2ccccc2)nnc1-c1ccc(Cl)cc1 | 108 | 110 | 98 | 101 | 96 | 103 | 96 | 74
c1ccc(C2OCC3(CO2)COC(c2ccccc2)OC3)cc1 (stereo unspecified) | 100 | 103 | 103 | 111 | 119 | 114 | 112 | 105
CC1=C(Cl)C(=O)c2cc(C)ccc2C1=O | 94 | 102 | 101 | 101 | 95 | 105 | 112 | 88
Oc1ccc(Cl)cc1/C=N\NC(=S)N/N=C/c1cc(Cl)ccc1O | 50 | 8.6* | -33* | 37 | 58 | 51 | 27 | 40
CN(CC(=O)Nc1sc2c(c1C#N)CCCCC2)Cc1ccccc1 | 99 | 35 | 87 | 98 | 103 | 102 | 94 | 96
Cc1ccc(SC2Cc3ccccc3C2)cc1 | 101 | 99 | 102 | 96 | 108 | 94 | 102 | 85
